Screens: PubChem BioAssay, several laboratories
IDE act – human IDE activators in live cells, primary screen, fluorescence polarization, HEK cells, FAbeta-B substrate. Insulin-degrading enzyme (Homo sapiens), P14735. FAbeta-B cleavage; 0% vehicle, 100% cell-free pure enzyme wells. 0.073% of 340,000 active. activation, % at 5.96 µM;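 active = activation above the mean of all tested compounds plus 3 SD, set per screening campaign, cut at about 17% in these data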
GalR3 antagonist – GalR3 antagonists in HEK293 cells, primary screen, cell-based, fluorescence readout. Galanin receptor type 3 (Homo sapiens), O60755. inhibition, % at 3 µM. HEK293 GalR3-CNG cAMP membrane potential fluorescence; galR3 body fused to GalR1 C-terminus. AID 651719, 2012. 0.44% of 360,000 active;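 active = inhibition above the screen-wide average plus 3 SD, cut at about 13% in these data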;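 note: forskolin and galanin both at EC90 stimulate the cells; cAMP rise reported by CNG channel membrane potential dye signal; 0% = forskolin plus galanin with DMSO and 100% = forskolin alone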
p-CIP stab down – p/CIP-EGFP fusion destabilizers, primary screen, fluorescence, F442A cells | 16 h | 0.01% of 290,000 active | decrease of EGFP signal, % at 10 µM | AID 1984, 2009;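 active = EGFP signal decrease of at least 30% at 10 µM or well 3 SD below plate mean, unless failing retest; inactive = the rest, including hits failing retest or dose response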; note: some compounds called inactive have numbers as strong as hits; many of its hits are not listed in these tables
CRFR2-BP ag – agonists of CRF-BP/CRF-R2 complex, primary screen, cell-based, HEK293, calcium dye fluorescence, uHTS | CRF-binding protein / CRF receptor 2 complex (human) | calcium dye fluorescence (FLIPR); percent of saturating CRF peptide response | activation, % at 13.2 µM | 0.46% of 350,000 active;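 active = activation of at least 50%, plus an integration ratio under a set limit after plate pattern correction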;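 note: plate controls were neutral control wells without compound for no effect and CRF at EC100 for full effect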
CRFR2-BP antag – antagonists of CRF-BP/CRF-R2 complex, primary screen, cell-based, HEK293, calcium dye fluorescence, uHTS; 0.59% of 350,000 active; inhibition, % at 11.8 µM; CRF-induced calcium fluorescence; AID 588475, 2011;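 active = inhibition of the ligand-induced calcium signal above about 50% at the single tested concentration, limit read from the data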
MEKK3 PB1 HTS – modulators of MEKK3-MEK5 PB1 binding, primary screen, biochemical, wildtype MEKK3, multiplex bead flow cytometry, Alexa488-MEK5 | binding response (% of control), % at 10 µM | bead-based flow cytometry, Alexa488-MEK5 binding to MEKK3; actives lie on both sides; 0 = blocked by unlabeled MEK5, 100 = vehicle | Mitogen-activated protein kinase kinase kinase 3 (Homo sapiens), Q99759 | 1.4% of 290,000 active;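 active = binding response more than 3 SD above or below the average of its plate-row segment, actives on both sides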;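 note: Alexa488 bead fluorescence after subtracting the streptavidin-only scavenger bead signal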
Target sequence (Q99759 whole entry, looked up): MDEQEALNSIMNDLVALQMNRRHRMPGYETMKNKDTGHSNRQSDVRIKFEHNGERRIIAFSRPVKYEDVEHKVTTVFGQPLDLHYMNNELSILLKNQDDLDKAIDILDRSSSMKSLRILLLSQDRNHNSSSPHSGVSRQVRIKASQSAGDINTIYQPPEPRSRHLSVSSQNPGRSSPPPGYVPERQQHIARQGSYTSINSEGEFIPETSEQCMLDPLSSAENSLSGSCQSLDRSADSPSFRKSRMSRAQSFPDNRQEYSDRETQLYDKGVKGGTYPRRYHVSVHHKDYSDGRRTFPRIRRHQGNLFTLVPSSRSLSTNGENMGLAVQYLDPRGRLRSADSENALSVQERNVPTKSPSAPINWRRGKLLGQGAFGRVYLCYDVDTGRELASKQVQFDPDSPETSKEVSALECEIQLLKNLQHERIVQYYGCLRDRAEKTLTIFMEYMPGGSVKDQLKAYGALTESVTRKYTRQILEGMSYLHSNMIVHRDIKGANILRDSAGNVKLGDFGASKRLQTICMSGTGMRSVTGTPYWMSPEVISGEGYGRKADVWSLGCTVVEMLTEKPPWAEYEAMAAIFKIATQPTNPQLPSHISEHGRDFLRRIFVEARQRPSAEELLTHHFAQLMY
CHRM4 PAM – human M4 muscarinic receptor positive allosteric modulators, primary screen, CHO-K1 cells, Fluo-8 calcium fluorescence; Muscarinic acetylcholine receptor M4 (Homo sapiens), P08173; CHO-K1 hM4/Gqi5, ACh EC20; 0% = ACh EC20, 100% = maximal ACh; activation, % at 3 µM; 0.4% of 360,000 active;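 active = activation above its plate's cutoff, the mean activation of sample wells plus 3 SD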; note: some results filed as inactive read as strong as hits
IDE inh – human IDE inhibitors in live cells, primary screen, fluorescence polarization, HEK cells, FAbetaB substrate; Insulin-degrading enzyme (Homo sapiens), P14735; FAbetaB cleavage; inhibition, % at 5.59 µM; 0.41% of 320,000 active;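 active = percent inhibition above the average of all tested compounds plus 3 SD, set per screening campaign, cut at about 16% in these data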;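 note: IDE supplied by intact live HEK cells; FP after avidin binding of uncleaved biotin substrate so inhibition keeps polarization high; 0% = DMSO wells and 100% = 60 µM reference IDE inhibitor Ii1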
PHOSPHO1 block – PubChem AID 1565; inhibition, % at 13.3 µM; Phosphoethanolamine/phosphocholine phosphatase (Homo sapiens), Q8TCT1; recombinant PHOSPHO1, absorbance phosphatase assay; 1.1% of 290,000 active; in the data active = inhibition above about 60%
Target sequence (Q8TCT1 whole entry, looked up): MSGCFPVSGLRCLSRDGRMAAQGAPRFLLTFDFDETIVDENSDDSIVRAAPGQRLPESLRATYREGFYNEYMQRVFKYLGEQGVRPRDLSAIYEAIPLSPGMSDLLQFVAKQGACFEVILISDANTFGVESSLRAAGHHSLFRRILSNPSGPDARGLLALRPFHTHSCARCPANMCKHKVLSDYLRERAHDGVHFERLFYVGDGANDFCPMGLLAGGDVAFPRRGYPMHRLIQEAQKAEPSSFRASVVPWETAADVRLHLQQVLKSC
Numbers without * were called inactive; nt = no result given.

structure | IDE act | GalR3 antagonist | p-CIP stab down | CRFR2-BP ag | CRFR2-BP antag | MEKK3 PB1 HTS | CHRM4 PAM | IDE inh | PHOSPHO1 block
COC(=O)[C@@H]1C[C@@H]2CC[C@@H](O)C[C@@H]2N1Cc1ccccc1OS(=O)(=O)c1ccc(C)cc1 | 3 | -6 | -7 | 1.1 | 1 | 106 | -4 | 1 | 9
CCOc1ccc(OCC)c(S(=O)(=O)n2ccnc2C)c1 | 3 | -6 | -7 | -3.6 | -1 | 115 | 2 | 4 | -3
CCC1CCCCN1C(=O)CSc1nnc(CNC(=O)c2cc(OC)c(OC)c(OC)c2)o1 (centres undefined) | 2 | -5 | -5 | 2.0 | -10 | 116 | 0 | 7 | 49
CC(=O)c1cccc(NC(=O)c2cc(-c3ccco3)on2)c1 | -2 | -3 | -2 | -0.3 | -5 | 103 | 3 | -5 | 20
COc1ccc(NC(=O)c2ccco2)cc1NC(=O)COc1ccccc1 | 4 | -5 | -5 | -0.7 | -6 | 105 | 4 | -2 | 19
O=C(Cn1c(C(F)(F)F)nc2ccccc21)OCC(=O)c1c[nH]c2ccccc12 | -2 | 2 | 13 | 0.9 | -54 | 101 | -7 | -3 | 1
Cc1ccc(-n2c(SCC(=O)N(C)C3CCS(=O)(=O)C3)nc3ccccc3c2=O)cc1 (centres undefined) | -2 | -5 | 0 | 2.1 | 1 | 101 | 1 | -1 | 42
C[C@@H]1CN([C@H](C)CO)C(=O)c2cc(NC(=O)Nc3ccc(F)cc3)ccc2O[C@H]1CN(C)C(=O)Nc1ccc(C(F)(F)F)cc1 | -2 | nt | nt | -0.7 | 1 | nt | 15 | 4 | nt
COc1ccc(NC(=O)COC(=O)c2ccc3c(c2)OCO3)c(OC)c1 | 8 | -4 | nt | 6.2 | 5 | nt | 5 | 1 | nt
O=C(O)CC1S/C(=N/N=C/c2ccc([N+](=O)[O-])cc2)N(c2ccc(O)cc2)C1=O (centres undefined) | 1 | 3 | -8 | 0.8 | 13 | 99 | -1 | -3 | 39
COc1cc(OC)c(C=CC(=O)c2ccccc2O)c(OC)c1 | -3 | -5 | nt | 1.5 | -7 | nt | 4 | nt | nt
O=C(NC(=S)NNC(=O)c1ccccc1O)c1cccs1 | 6 | -8 | 8 | 7.9 | -16 | 101 | 8 | 1 | 0
COc1ccccc1/C=N/NC(=O)c1ccccc1NS(=O)(=O)c1ccc(C)cc1 | 4 | 3 | 12 | 1.3 | -22 | 99 | -4 | -1 | 1
C=CCN(CC=C)C(=O)c1ccc(OC2CCN(S(=O)(=O)N(C)C)CC2)cc1 | 7 | 0 | -14 | -0.2 | -1 | 101 | -7 | -1 | 26
O=C(CN(Cc1ccccc1)C(=O)c1cc2c(s1)CCC2)NCc1cccs1 | 4 | 0 | -6 | -0.7 | 16 | 100 | 5 | -5 | 53
COc1ccccc1C(=O)NCC(=O)OCC(=O)Nc1cccc(S(=O)(=O)N2CCCCCC2)c1 | 3 | -1 | 8 | -0.4 | 6 | 104 | -4 | 5 | -58
CC1CCN(C(=O)COC(=O)c2ccc3c(c2)OCO3)CC1 | 2 | 1 | 6 | -0.5 | -8 | 103 | -2 | -2 | 24
COc1cc(/C=C2/N=C(C3CCCCC3)OC2=O)cc(OC)c1OC | 1 | -3 | -10 | 2.1 | 0 | 99 | 1 | -4 | 1
Cc1ccc(C(=O)NCC(=O)OCC(=O)NCCc2ccccc2)s1 | 3 | 5 | 3 | 2.8 | -1 | 105 | 8 | -4 | 8
COc1ccc(CN2C(=O)C(CC(=O)NCc3cccc4ccccc34)CC(C(=O)N(C)C)=C2C)cc1 (centres undefined) | nt | -5 | nt | -0.4 | 3 | nt | -4 | nt | nt
Cc1ccccc1OCCn1cnc2cc([N+](=O)[O-])ccc2c1=O | 2 | 3 | -7 | -1.5 | 5 | 101 | -11 | 1 | 28
NC1=NN(c2cccc(C(=O)O)c2)C(=O)C1 | 3 | 3 | 18 | -2.0 | -7 | 95 | 8 | 4 | 4
Oc1ccccc1/C=N/Nc1ccccc1 | 0 | -3 | -11 | -1.7 | -5 | 105 | -6 | 9 | 11
COc1ccc(NC(=O)N2CCOCC2)cc1OC | 0 | -5 | -5 | 0.8 | 10 | 100 | 13 | -1 | -8
Cc1cccc(NC(=O)c2ccccc2OCC(=O)N2CCOCC2)c1C | 4 | -3 | -13 | -0.2 | 3 | 99 | -1 | -1 | -14
COc1ccc(CCN(C)C/C=C/c2ccccc2[N+](=O)[O-])cc1OC | 0 | -12 | 2 | -1.1 | -4 | 98 | -8 | nt | 25
CCN(CC)S(=O)(=O)c1ccc(/C=C/C(=O)OCC(=O)NC(=O)C2COc3ccccc3O2)cc1 (centres undefined) | 5 | -5 | nt | 6.8 | -2 | nt | 4 | 1 | nt
CCc1ccc(-c2cc(C(F)(F)F)n3nc(C(=O)Nc4c(C)nn(Cc5ccccc5C)c4C)cc3n2)s1 | 1 | nt | 2 | 12 | 3 | 98 | 13 | -1 | 3
O=C(CC1C[C@H](C(=O)N2CCOCC2)[C@@]2(CCC3CCCC3)c3[nH]c4ccccc4c3CCN2C1=O)NCCN1CCOCC1 (some centres undefined) | 2 | 1 | nt | 4.8 | -11 | nt | -4 | 0 | nt
O=C(Nc1ccc(Cl)cc1)NC1CCS(=O)(=O)C1 (centres undefined) | 0 | 6 | -3 | -0.9 | 8 | 98 | 10 | 2 | -2
CCCNS(=O)(=O)c1ccc(OCC(=O)Nc2ccc3c(c2)OCCO3)c(C)c1 | 3 | -3 | nt | -1.3 | -9 | nt | 3 | -3 | nt
Cc1ccccc1OCCSc1nnc(-c2ccncc2)n1C | 0 | -7 | -3 | -4.5 | -6 | 96 | -1 | 5 | -29
Cn1cc(S(=O)(=O)Nc2cccc3ccccc23)c(=O)n(C)c1=O | 4 | -3 | -7 | -0.2 | 4 | 106 | -2 | -1 | 38
Cc1cnn(C(=O)c2ccccc2Br)c1 | nt | 2 | -4 | -1.7 | -2 | 104 | nt | 2 | 5
CCCCn1c(N)c(N(CCOC)C(=O)CN(C)S(=O)(=O)c2ccc(Cl)cc2)c(=O)[nH]c1=O | 0 | -1 | -31 | -0.5 | 3 | 99 | 3 | 2 | -6
C/C(=N\OC(=O)c1ccc(OC(C)C)cc1)c1ccc(C)c(C)c1 | 4 | -7 | 6 | -1.7 | 73* | 106 | -4 | -3 | -7
O=C(Nc1ccc(N2CCN(C(=O)c3ccc(Cl)cc3)CC2)cc1)c1cccnc1 | 6 | -4 | -6 | -0.7 | -3 | 107 | -6 | -2 | -7
O=C(CCSc1ccc(Br)cc1)Nc1cccnc1 | -3 | -8 | 6 | -1.0 | 110* | 102 | 5 | 8 | 32
C=CCn1c(SCC(=O)NCc2ccccc2)nnc1C1CCCCC1 | 1 | nt | -13 | -1.9 | -6 | 98 | 0 | 3 | 33
CCCCN(C(=O)c1cc(CC)c(C)s1)c1c(N)n(CCC)c(=O)[nH]c1=O | 4 | -2 | nt | -0.2 | -6 | nt | 4 | 5 | nt
CCC1Nc2ncnc(N3CCc4ccccc4C3)c2N(Cc2ccc(Cl)cc2)C1=O (centres undefined) | 5 | -5 | nt | -0.5 | 0 | nt | -1 | 4 | nt
CCc1ccc(N2CCN(CCNC(=O)Nc3ccc(OC)cc3)CC2)cc1 | -2 | -12 | 8 | -0.5 | 1 | 108 | -3 | 3 | -18
Cn1ccnc1SCC(=O)Nc1cccc([N+](=O)[O-])c1 | 5 | 7 | 3 | 2.0 | 0 | 99 | -9 | 2 | 1
COc1ccc(CNC(=O)CN(CCC(C)C)S(=O)(=O)c2ccc3c(c2)OCCO3)cc1 | -1 | -3 | 4 | -2.8 | 8 | 97 | -8 | -1 | -10
CC(C)OCCCNS(=O)(=O)c1ccc2ccccc2c1 | 6 | -5 | 4 | -0.2 | 13 | 101 | -5 | -1 | 9
CC(C)C[C@H](NC(=O)c1nc[nH]c1C(=O)NCC(=O)OCc1ccccc1)C(=O)OC(C)(C)C | 4 | -4 | -10 | 0.9 | 8 | 98 | -3 | -3 | 4
CCn1c(Cl)c(C=O)s/c1=N\S(=O)(=O)c1ccccc1 | -12 | 0 | -17 | 6.5 | 38 | 85 | -35 | 1 | 4
CC(=O)Nc1c(NC(=O)CC#N)[nH]c2c(c1=O)c(=O)n(C)c(=O)n2C | -1 | -4 | -11 | -1.1 | 8 | 105 | -2 | 1 | 16
CSc1cccc(NC(=O)C2CCN(S(=O)(=O)c3ccc(F)cc3)CC2)c1 | -5 | -7 | -11 | -1.5 | -5 | 100 | -9 | 1 | -31
CCc1nc(Nc2ccc3c(c2)OCO3)c2oc3ccccc3c2n1 | -2 | -5 | -7 | -3.8 | -19 | nt | -10 | 0 | 32
COc1ccc(OC)c(Nc2ccc(Nc3cc(OC)ccc3OC)nn2)c1 | 6 | -2 | -5 | -1.1 | 17 | 107 | 2 | 3 | -2
CSc1nnc(Cn2c(=O)sc3ccccc32)n1C | 5 | -1 | -2 | 0.6 | 4 | 100 | 2 | 2 | -7
O=C(Cn1cncn1)NCc1cccc(C(F)(F)F)c1 | -4 | 0 | 0 | -1.1 | 18 | 106 | 7 | 0 | 48
CC(C)c1ccc(NC(=O)Cn2c(=O)oc3cccnc32)cc1 | 3 | -3 | -11 | -0.8 | 45 | 103 | -9 | 7 | 4
Cn1nc(C(F)(F)F)cc1-c1ccc(/C=C(\C#N)C(=O)c2ccccc2)s1 | -3 | -4 | -7 | 29 | -31 | 71 | 1 | 6 | 20
C=CCN(c1ccc(Cl)cc1)S(=O)(=O)c1cccc(C(=O)OCC(=O)N(C)C)c1 | 5 | -4 | 0 | -1.7 | 13 | 97 | -8 | -1 | 39
Cc1ccc(-n2nc(C)c3c(C(=O)OCC(=O)N(C)C4CCS(=O)(=O)C4)cc(-c4ccccc4)nc32)cc1 (centres undefined) | 2 | -6 | -4 | 2.9 | -35 | 92 | 12 | 8 | 5
O=C(C1=C[C@H](C2CCCCC2)C[C@H](OCc2ccc(CO)cc2)O1)N1CCN(Cc2ccccc2)CC1 | 0 | -7 | -9 | 0.9 | -15 | 107 | -5 | 7 | 32
CCOc1nc(NC2CCCCC2)nc(NC(C)(C)C)n1 | 2 | 1 | -8 | 1.0 | -21 | 96 | -3 | -2 | 6
CCOC(=O)c1cn(Cc2cccc(Cl)c2)nn1 | 2 | 0 | -16 | 0.9 | 17 | 99 | 3 | -4 | -11
CCOC(=O)c1c(NC(C)=O)no[n+]1[O-] | 5 | -1 | -8 | -0.6 | 2 | 101 | 6 | 2 | -13
COCc1nc(-c2cc(OC)c(OC)c(OC)c2)no1 | 4 | 4 | 6 | 0.7 | -4 | 104 | 5 | -8 | 0
O=c1nc(-c2ccccc2)cn[nH]1 | 1 | -2 | -2 | 0.1 | -2 | 109 | -2 | 4 | 22
